# Assay outcomes deposited in PubChem by Sanford-Burnham Center for Chemical Genomics.
# NOD2 inhibition = NOD2 signaling inhibitors, cell-based, luminescence, uHTS, HEK293 (AID 1566); inhibition, % at 4 µM; hits with a dose series show EC50 in µM; HEK293 NOD2/NF-kB luciferase reporter, luminescence; higher % means a stronger effect; 290,000 compounds, 0.63% hits; in the data active = inhibition above about 50%; also: many of its hits are not listed in these tables
# NOD1 NF-kB reporter = inhibition of NOD1-driven NF-kB reporter – cell-based, luminescence, uHTS, primary screen (AID 1578). NOD1-driven NF-kB luciferase reporter cells, luminescence; higher % means a stronger effect. inhibition, % at 4 µM; hits with a dose series show EC50 in µM. 290,000 compounds, 1% hits; in the data active = inhibition mostly above about 36%, no sharp cut-off; inactive = mostly below about 34%;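 also: HEK-293T reporter cells stimulated with the NOD1 agonist gamma-tri-DAP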
# * marks the source's active call; other numbers are inactive results.
# Every second line gives: NOD2 inhibition, NOD1 NF-kB reporter
O=C(CN(C(=O)CCC(=O)Nc1ccccn1)c1ccc(F)cc1)NCc1ccc(F)cc1
 : -2%, 52%
COc1ccc(CCNC(=O)C/C(C)=N/NC(=O)c2ccc([N+](=O)[O-])cc2Cl)cc1OC
 : 41%, -2%
COc1ccc(N2CCN(S(=O)(=O)CC34CCC(CC3=O)C4(C)C)CC2)cc1 (centres undefined)
 : 14%, 26%
Cc1nc(C)n(C(C)CNC(=O)c2ccco2)n1 (centres undefined)
 : 7%, 10%
COc1ccccc1-c1sc2ccccc2c1-c1ccc(C(C)=O)cc1
 : 7%, -6%
CC(C(=O)OCC(=O)c1ccc(Br)cc1)N1C(=O)C2C3C=CC(C3)C2C1=O (centres undefined)
 : 14%, -19%
Cc1nc2ccc(C(=O)OCc3nnc(-c4ccc(Br)cc4)o3)cc2nc1C
 : 12%, -9%
CN(C)c1cccc(C(=O)NNC(=O)CSc2ccccc2)c1
 : -18%, -27%
CC(C)(C)c1ccc(-n2ncc3c2CCCC3NC(=O)CN2CCOC2=O)cc1 (centres undefined)
 : 22%, 0%
Cc1ccc(N2CC(C(=O)Nc3ccccc3N3CCCC3)CC2=O)cc1 (centres undefined)
 : 6%, -29%

# Complete entries from above:
# `Cc1ccc(N2CC(C(=O)Nc3ccccc3N3CCCC3)CC2=O)cc1` (centres undefined) is listed with NOD2 inhibition = 6%; NOD1 NF-kB reporter = -29%
# `Cc1nc2ccc(C(=O)OCc3nnc(-c4ccc(Br)cc4)o3)cc2nc1C` is listed with NOD2 inhibition = 12%; NOD1 NF-kB reporter = -9%

# Carrying on:
# Every second line gives: NOD2 inhibition, NOD1 NF-kB reporter
COCCNC(=O)[C@@H]1CCCN1C(=O)C1CCN(S(=O)(=O)c2ccc(C)cc2)CC1
 : 11%, 25%
CCN(CC)c1ccc(C=Nc2cccnc2Cl)c(O)c1
 : 9%, 2%
CCCCCOC(=O)C1=C(C)NC(=O)NC1c1ccc([N+](=O)[O-])cc1 (centres undefined)
 : 13%, -25%
Cc1cc(C)cc(NC(=O)C2C3C=CC4(O3)C2C(=O)N(CCN2CCCCC2)C4C(=O)NC2CCCCC2)c1 (centres undefined)
 : -11%, -4%
O=C(Nc1cc(Cl)ccc1O)C1CC(c2c(F)cccc2Cl)=NO1 (centres undefined)
 : 4%, 3%
O=C(c1ccco1)N1CCN(S(=O)(=O)c2ccccc2)CC1
 : 6%, -14%
Cc1cccc(S(=O)(=O)c2c(C)cc(C)[nH]c2=O)c1
 : -7%, 6%
CCOCCCNC(=O)CN1C(=O)c2ccccc2Sc2ncccc21
 : -16%, -6%
O=S(=O)(c1ccc(F)cc1)N1CCN(S(=O)(=O)c2cccs2)CC1
 : -9%, -57%
C[C@H](NC(=O)c1cc2cc(Cl)ccc2n1C)C(=O)N[C@@H](C(=O)O)c1ccccc1
 : 11%, -4%
Cc1ccc2c(c1)N(CCC(=O)NC1CCCCC1C)C(=O)CO2 (centres undefined)
 : 6%, -21%
COc1ccccc1C(=O)N1CCN(C(=O)c2oc3ccc(C)cc3c2C)CC1
 : 21%, -18%
Cc1ccc(Cl)cc1N1CCN(S(=O)(=O)c2c(C)nc3scc(C)n3c2=O)CC1
 : 3%, 29%
N#Cc1c(SCC(=O)Nc2ccc(C(F)(F)F)cc2)sc2c(O)cc(=O)[nH]c12
 : -11%, -31%
Cc1ccccc1N(C(=O)c1ccco1)C(C(=O)NC1CCCC1)c1cccnc1 (centres undefined)
 : 5%, 23%
CC1CCN(C(=O)CSc2nc3c(c(=O)n(C)c(=O)n3C)n2C)CC1
 : 12%, 3%
Cc1cc(C)cc(NC(=O)CSCc2cc(=O)n3ccsc3n2)c1
 : 18%, -34%
c1ccc(-n2nnc3ccccc32)cc1
 : 12%, -18%
CCn1c(=O)c2sccc2n(CC(=O)NCCC2=CCCCC2)c1=O
 : 17%, -20%
COc1ccc(/C=C(/NC(=O)c2cccs2)C(=O)NC(C)(C)C)cc1OC
 : -5%, -30%
CN(C)c1nc2c(c(=O)[nH]c(=O)n2C)n1CCCc1ccccc1
 : 7%, 4%
COc1cccc(CN2CCN(CCCc3ccccc3)C(CCO)C2)c1OC (centres undefined)
 : -44%, -22%
COc1ccc(S(=O)(=O)N2CCOCC2)c2ccccc12
 : 12%, -4%
CCOc1cc(CN2CCCC(CO)(Cc3ccc(F)cc3F)C2)ccc1OC (centres undefined)
 : 6%, -16%
Cc1nnc(SCC(=O)Nc2nccs2)n1C(C)C
 : -1%, -16%
C/C(=N/NC(=O)c1ccc(Br)s1)c1cccnc1
 : -3%, -22%
Cc1nc(N)nc(N/N=C/c2c(F)cccc2Cl)n1
 : 4%, -4%
COP(=O)(OC)c1nc(-c2ccc(C)cc2)oc1N1CCCCC1
 : -5%, 9%
COc1ccccc1N1CC(C(=O)Nc2nnc(SC)s2)CC1=O (centres undefined)
 : 1%, -34%
Cc1nc(C)c(-c2nnc(-c3cccc(S(=O)(=O)N(C)C)c3)o2)cc1C(=O)NN
 : 2%, 2%
Cc1cc(=O)oc2c(C)c(OCC(=O)NC3CC(C)(C)NC(C)(C)C3)ccc12
 : 7%, -14%
CC(C)(C)C(=O)Nc1nnc(SCC(=O)NC2CCCCC2)s1
 : 2%, -5%
CCOCCCNC(=O)c1cc2c(=O)n3cccc(C)c3nc2s1
 : 12%, -10%
Cc1ccc(NC(=O)CCCC2CCCCC2)c(O)c1
 : -20%, -54%
CCCCn1cc(S(=O)(=O)c2ccccc2)c(=O)c2cc(C)ccc21
 : -1%, -17%
O=C(Nc1ccccc1C(=O)O)c1cccc(NC(=O)c2ccccc2Cl)c1
 : 14%, 4%
Cc1ccccc1CNC(=O)c1ccc2ccccc2n1
 : 16%, -16%
Cc1cccc(NS(=O)(=O)c2ccc(C(=O)NCC(c3ccccc3)N(C)C)cc2)c1C (centres undefined)
 : 22%, -16%
Cn1c(=O)[nH]c(=O)c2c1nc(N)n2Cc1ccccc1
 : 9%, 4%
COc1ccc(NC(=O)CN2CCC(C(=O)c3ccc(C)cc3)CC2)c(OC)c1
 : 8%, -8%

# Some of the entries above, set out differently.
Molecule: CCOCCCNC(=O)c1cc2c(=O)n3cccc(C)c3nc2s1
- NOD2 inhibition: 12%
- NOD1 NF-kB reporter: -10%

Molecule: Cc1ccc(NC(=O)CCCC2CCCCC2)c(O)c1
- NOD2 inhibition: -20%
- NOD1 NF-kB reporter: -54%

Molecule: CCCCn1cc(S(=O)(=O)c2ccccc2)c(=O)c2cc(C)ccc21
- NOD2 inhibition: -1%
- NOD1 NF-kB reporter: -17%

Molecule: O=C(Nc1ccccc1C(=O)O)c1cccc(NC(=O)c2ccccc2Cl)c1
- NOD2 inhibition: 14%
- NOD1 NF-kB reporter: 4%

# Going on with the list.
# Every second line gives: NOD2 inhibition, NOD1 NF-kB reporter
CCOC(=O)C1CCN(C(=O)c2ccc(C)c(S(=O)(=O)N3CCCC3)c2)CC1
 : -12%, -21%
O=C1NN(c2ccccc2)C(=O)/C1=C\c1ccc2c(c1)OCO2
 : 14%, -16%
O=C(CN1C(=O)c2ccccc2C1=O)Nc1cc(C(=O)O)cc(C(=O)O)c1
 : -16%, -9%
CN(CC(=O)Nc1ccc2c(c1)OCO2)S(=O)(=O)c1ccc(F)cc1
 : 6%, -29%
Cc1cccc(N2CCN(C(=O)c3ccccc3NC(=O)C3=CSCCO3)CC2C)c1 (centres undefined)
 : 5%, -2%
C=CCNc1nc(Cl)nc(Nc2cc(Cl)ccc2OC)n1
 : 6%, -5%
Cc1nc(C)n(C(C)CNS(=O)(=O)c2ccc(C)c(C)c2)n1 (centres undefined)
 : -1%, -20%
O=C(NCC1CCCO1)c1cc(S(=O)(=O)N2CCOCC2)c(Cl)cc1Cl (centres undefined)
 : 19%, 13%
CCC(C)[C@H](NC(=O)[C@@H]1CSC2c3ccccc3C(=O)N21)C(=O)N1CCCCC1 (some centres undefined)
 : -2%, 7%
Cc1cc(C)cc(COc2ccc3c(C)c(CC(=O)O)c(=O)oc3c2C)c1
 : 29%, 2%
CCN(CC)S(=O)(=O)c1ccc(N2CCOCC2)c(NC(=O)c2cc3ccccc3oc2=O)c1
 : 8%, 21%
CC(=O)Nc1ccc(S(=O)(=O)N(C)CC(=O)N/N=C/c2ccc(C(=O)O)cc2)cc1
 : -14%, -43%
CCOC(=O)C1=C(CCc2ccccc2)NC(=O)NC1c1cccc([N+](=O)[O-])c1 (centres undefined)
 : -18%, 30%
Cc1cccnc1NC(=O)CN1C(=O)COc2ccc(Cl)cc21
 : 12%, 4%
CCCCOc1ccc(C(=O)N2CCN(c3ncccn3)CC2)cc1
 : 12%, -1%
O=C(CCN1C(=O)/C(=C/c2ccc3c(c2)OCO3)SC1=S)Nc1ccc(C(=O)O)cc1
 : 12%, -8%
CC(=O)Nc1cccc(NC(=O)C2C3C=CC(C3)C2C(=O)O)c1 (centres undefined)
 : -18%, -8%
Cc1ccc(C)c(N2CCN(S(=O)(=O)CC34CCC(CC3=O)C4(C)C)CC2)c1 (centres undefined)
 : 9%, 68%
CC(C)CN1C(=O)c2ccc(NC(=O)C3CC3)cc2C1=O
 : 12%, -33%
Cc1cc(=O)oc2cc(NC(=O)c3cccc(S(C)(=O)=O)c3)ccc12
 : -16%, -100%
Cc1ccc(-n2c(-c3ccc(Cl)cc3)n[nH]c2=S)cc1
 : 0%, -19%
COc1cccc(CN2CCN(C(=O)c3ccco3)CC2)c1
 : 6%, -20%
CCN1CCN(C(CNS(=O)(=O)c2ccc(C)cc2)c2ccccc2)CC1 (centres undefined)
 : -6%, -10%
Cc1ccccc1N(CC(=O)N1CCCC1)S(=O)(=O)c1ccc(Cl)cc1
 : 15%, -22%
COc1ccc(/C=N/NC(=O)c2nnn(-c3nonc3N)c2CN(C)C2CCCCC2)cc1
 : 7%, -22%
COc1ccccc1CNC(=O)c1sccc1-c1ccccc1
 : -10%, -31%
Cc1csc(C(=O)NCC(=O)NNC(=O)c2cccc(Cl)c2)c1
 : 5%, -9%
N=c1c(C(=O)NCC2CCCO2)cc2c(=O)n3ccccc3nc2n1Cc1ccc(Cl)cc1 (centres undefined)
 : 3%, -24%
Cc1cc(OCC(=O)Nc2ccc(CN3CCOCC3)cc2)ccc1Cl
 : 13%, -14%
O=C(COC(=O)/C=C/c1ccc(C(F)(F)F)cc1)NC1CCCC1
 : 4%, -28%
CC1CCC(NC(=O)C2CCC(CNS(=O)(=O)c3cccc4cccnc34)CC2)CC1 (centres undefined)
 : -5%, 8%
CCOc1ccc(C(=O)C2CCN(C(=O)c3ccc([N+](=O)[O-])cc3)CC2)cc1
 : -6%, 63%
COc1cc(NC(=O)CCc2nnc3ccc(N4CCOCC4)nn23)cc(OC)c1OC
 : 15%, -9%
N=C1/C(=C\c2ccc(OC(=O)c3ccco3)cc2)C(=O)N=C2SC(N3CCCCC3)=NN12
 : 13%, -31%
CC(C)C[C@@H](C(=O)N[C@@H](C(=O)O)c1ccccc1)N1C(=O)N2CCc3c([nH]c4ccccc34)[C@@]2(C)C1=O
 : -5%, -18%
O=C(NCCCc1ccncc1)C1CCC(=O)N(Cc2ccc(Cl)cc2)C1 (centres undefined)
 : 5%, -26%
COc1ccc(OC)c(NC(=S)NC(=O)c2ccc(Br)o2)c1
 : 2%, -28%
CCCC(=O)N1CC(=O)Nc2ccc(C)cc2C1c1ccccc1 (centres undefined)
 : 0%, 1%
Cc1ccc(C)c(N2CCN(C(=O)Cn3ncn4cccc4c3=O)CC2)c1
 : 18%, 7%
COc1cccc(CN2CC(C(=O)NCCCc3ccncc3)CCC2=O)c1 (centres undefined)
 : -4%, -33%
CCOC(=O)C1C(c2ccc(O)cc2)NC(=O)NC1(O)C(F)(F)F (centres undefined)
 : 2%, -10%
CCCC(=O)Nc1ccc2nn(-c3ccc(OC)cc3)nc2c1
 : -31%, -52%
COc1ccc(C(=O)N/N=C\c2coc3ccc(Cl)cc3c2=O)cc1
 : 18%, 46%
Cc1ccc(CNC(=O)CCC(=O)N2CC(C)Oc3ccc(Cl)cc32)cc1 (centres undefined)
 : 1%, -18%
Cc1ccc(C(C)C)cc1S(=O)(=O)NCc1ccccn1
 : -17%, 12%
O=C(NCCc1cccc(C(F)(F)F)c1)C1CCC(=O)N(CCc2cccc(F)c2)C1 (centres undefined)
 : 10%, -11%
COc1ccc(CC(=O)N/N=C/c2ccc(Cl)s2)cc1OC
 : 22%, -11%
CCN(CC(=O)NCc1ccc(Cl)cc1)C(=O)c1cnc(Cl)c(Cl)c1
 : -13%, -31%
Cc1cc(C)c(S(=O)(=O)N(C)CC(=O)NCCN2CCOCC2)c(C)c1
 : -29%, -20%
CC(=O)Nc1ccc(S(=O)(=O)NCCC(=O)OC(C)C(=O)c2ccc(C)cc2)cc1 (centres undefined)
 : 17%, 1%

# Further entries follow:
# Every second line gives: NOD2 inhibition, NOD1 NF-kB reporter
CCCCCCc1c(C)[nH]c2nc3ccccc3n2c1=O
 : 10%, -8%
Cc1ccc(-c2nn(-c3ccccc3)cc2/C=C2\SC(=S)N(CCCCCC(=O)O)C2=O)o1
 : 15%, 15%
CCc1ccc(NC(=O)c2nc(S(=O)(=O)Cc3ccccc3)ncc2Cl)cc1
 : 7%, 22%
CC(Oc1ccccc1)C(=O)N=C1SC2CS(=O)(=O)CC2N1Cc1ccccc1 (centres undefined)
 : -12%, 2%
O=C(Nc1ccc(CN2CCOCC2)cc1)c1ccc(-c2cccc([N+](=O)[O-])c2)o1
 : 36%, -15%
CS(=O)(=O)N1CCC(C(=O)NNC(=O)Nc2ccc(F)c(Cl)c2)CC1
 : 2%, -11%
Cc1ccc(C(=O)N2N=C(c3ccccc3O)CC2c2ccccc2)cc1 (centres undefined)
 : -5%, -12%
Cc1ccc(C)c(N(CC(=O)NC2CCCCC2)C(=O)c2snc(C(N)=O)c2N)c1
 : -4%, -21%
O=C(CCc1ccc(O)c(O)c1)N/N=C/c1ccc2c(c1)OCO2
 : 5%, 0%

# Not all compounds are listed, so the mix of outcomes need not match the whole.
